M1 ag: activates human CHRM1 receptor; 360,000 tested, 0.33% active; activation, % at 3 µM; CHO-K1 hM1, Fluo-8 calcium fluorescence, agonist mode; 0% DMSO, 100% acetylcholine EC100;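 active = activation above the run's mean compound activation plus 3 SD, cut at about 16% in these data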;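 also: peak over basal fluorescence ratio within a 140 s kinetic read after compound addition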
Target sequence (P11229 whole entry, looked up): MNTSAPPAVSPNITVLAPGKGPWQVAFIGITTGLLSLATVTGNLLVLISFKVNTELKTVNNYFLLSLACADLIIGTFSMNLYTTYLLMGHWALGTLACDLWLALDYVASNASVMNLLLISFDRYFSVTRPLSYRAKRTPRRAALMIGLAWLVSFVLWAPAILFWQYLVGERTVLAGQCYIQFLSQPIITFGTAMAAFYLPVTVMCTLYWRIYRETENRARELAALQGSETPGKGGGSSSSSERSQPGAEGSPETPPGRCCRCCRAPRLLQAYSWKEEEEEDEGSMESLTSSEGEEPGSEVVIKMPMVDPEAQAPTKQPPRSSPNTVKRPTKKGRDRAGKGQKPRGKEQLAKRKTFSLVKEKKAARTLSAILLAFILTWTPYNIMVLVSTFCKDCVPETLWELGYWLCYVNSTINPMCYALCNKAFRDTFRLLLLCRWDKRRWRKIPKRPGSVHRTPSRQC
M1 antag: blocks human M1 muscarinic receptor; inhibition, % at 3 µM; 360,000 tested, 1.3% active; AID 588852; P11229; CHO-K1 hM1, Fluo-8 calcium fluorescence, ACh EC80 antagonist;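 active = percent inhibition above its own plate's cutoff, namely the mean of that plate's compound wells plus 3 SD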;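 also: peak over basal fluorescence ratio during 140 s after agonist addition; 0% = ACh EC80 plus DMSO and 100% = DMSO alone without agonist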
CHRM1 PAM: positive allosteric modulators of human M1 muscarinic receptor; P11229; CHO-K1 hM1, Fluo-8 calcium fluorescence, ACh EC20; 0% = ACh EC20, 100% = maximal ACh; activation, % at 3 µM; 360,000 tested, 0.088% active; in the data active = activation above about 19%, passing the limit was not always enough
TAAR1 antag: antagonists of human TAAR1; inhibition, % at 3 µM; AID 624466; Q96RJ0; 360,000 tested, 1.5% active; CHO RD-HGA16 TAAR1, Fluo-8 calcium fluorescence, antagonist;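 active = inhibition above a per-plate cutoff, the mean inhibition of test compounds on that plate plus 3 SD, cut at about 49% in these data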;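 also: 0% = DMSO plus EC80 beta-PEA response and 100% = DMSO alone without agonist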
Target sequence (Q96RJ0 whole entry, looked up): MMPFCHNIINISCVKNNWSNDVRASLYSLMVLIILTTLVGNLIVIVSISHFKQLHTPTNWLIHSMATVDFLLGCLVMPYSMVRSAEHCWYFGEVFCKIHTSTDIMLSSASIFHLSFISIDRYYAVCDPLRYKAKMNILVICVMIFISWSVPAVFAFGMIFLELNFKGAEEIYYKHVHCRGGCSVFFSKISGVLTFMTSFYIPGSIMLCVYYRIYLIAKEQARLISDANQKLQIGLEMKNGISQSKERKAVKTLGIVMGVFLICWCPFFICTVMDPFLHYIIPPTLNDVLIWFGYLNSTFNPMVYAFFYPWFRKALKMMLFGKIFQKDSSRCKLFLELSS
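Assay system: CHO-derived RD-HGA16 cells stably expressing human TAAR1 plus Gα16. Timing: 140 s kinetic read after compound, 140 s after agonist. Technique: kinetic Fluo-8 calcium fluorescence measurement. Measure: % inhibition of agonist calcium response.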
TAAR1 agonist: human TAAR1 agonism | CHO RD-HGA16 TAAR1, Fluo-8 calcium fluorescence; vehicle wells 0%, saturating PEA agonist 100% | activation, % at 3 µM | 360,000 tested, 0.99% active;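 active = activation above the mean activation of all test compounds in the run plus 3 SD, cut at about 38% in these data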
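Repeats: no replicates (n 1) | Material: CHO-derived RD-HGA16 cells with stable Gα16 and human TAAR1 | Technique: Kinetic Fluo-8 calcium fluorescence | Schedule: 17-24 h seeding, 75 min 37 °C dye, 30 min RT | Evaluation: % activation from peak over basal fluorescence ratio, DMSO-to-PEA scaled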
CHO-K1 Ca ag: nonselective activator or artifact in parental CHO-K1 cells; Fluo-8 calcium fluorescence; scaled to maximal ATP response, vehicle zero; activation, % at 3 µM; 360,000 tested, 0.48% active; in the data active = activation above about 15%;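 also: untransfected CHO-K1 host cells lacking M1 receptor as counterscreen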
M1 PAM parental: nonselective activator or artifact in parental CHO-K1 calcium assay; ATP EC20, Fluo-8 calcium fluorescence; 0% at ATP EC20, 100% at ATP max; activation, % at 3 µM; 360,000 tested, 0.02% active; AID 602247;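 active = activation above the run cutoff, the mean activation of all test compounds plus 3 SD, cut at about 40% in these data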;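 also: peak over basal fluorescence ratio in a 140 s read after ATP addition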
CHO-K1 Ca antag: M1 antagonist counterscreen hit in parental CHO-K1 cells | inhibition, % at 3 µM | 360,000 tested, 0.6% active | ATP-induced calcium, Fluo-8 fluorescence | AID 602250;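 active = inhibition above a per-plate cutoff, the plate's mean sample inhibition plus 3 SD, cut at about 24% in these data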;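 also: 0% = DMSO plus EC80 ATP and 100% = DMSO alone without ATP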
CHO parental Ca: signal in parental CHO cells, OX1R antagonist counter-screen | parental CHO-K1, ATP-induced calcium, Fluo-8 fluorescence | inhibition, % at 5.6 µM | 330,000 tested, 0.63% active | AID 463079;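 active = inhibition above that plate's mean sample inhibition plus 3 SD, cut at about 26% in these data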;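 also: 0% = ATP-challenged DMSO wells and 100% = DMSO wells without ATP; some compounds past the cut are filed as inactive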
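Measured by: calcium-sensitive Fluo-8 fluorescence / Test system: CHO parental line / Controls: ATP-challenged DMSO wells low, unchallenged DMSO wells high / Measure: % inhibition / Compound: single nominal dose of 5.6 µM per compound / Replicates: single well per compound, no replicates / Reagent: ATP as calcium-mobilizing challenge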
Active calls of the source: *; . = no result given.

molecule | M1 ag | M1 antag | CHRM1 PAM | TAAR1 antag | TAAR1 agonist | CHO-K1 Ca ag | M1 PAM parental | CHO-K1 Ca antag | CHO parental Ca
COc1ccc(/C=N/n2cnc3c([nH]c4ccc(F)cc43)c2=O)cc1CSc1ccccn1 | -3 | -9 | 6 | -18 | 0 | 0.5 | 23 | -23 | 6
COc1ccc(CC(=O)Nc2nc(OCC(F)(F)F)cnc2-c2ccc(Cl)cc2Cl)cc1 | -7 | -12 | 4 | -30 | -2 | 0.4 | 7 | -4 | .
CC(CC(=O)NNC(=O)c1cccc(Cl)c1)c1ccccc1 (stereo unspecified) | -4 | 3 | -2 | 3 | 7 | 1.1 | -9 | -4 | -13
CCC(C)C(=O)Nc1nc(-c2ccc3c(c2)NC(=O)CO3)cs1 (stereo unspecified) | 1 | 20 | -8 | 43 | 24 | 3.5 | 4 | 15 | -19
COc1ccc(NC(=O)CC2SC3=NCCN3C2=O)cc1 (stereo unspecified) | -5 | 4 | -9 | 23 | 6 | 4.9 | 20 | -3 | -2
Cc1cc(NC(=O)CCC(=O)N(c2ccc(F)cc2)C2(C(=O)NC3CCCCC3)CCCC2)no1 | -5 | -8 | 2 | -13 | 0 | -0.4 | 11 | -3 | -28
Nc1ccccc1NC(=O)CCn1c(=S)[nH]c2ccccc2c1=O | 2 | -8 | 17 | 10 | 1 | 0.8 | 5 | -7 | -9
CC1(C)NC(=O)N(CN2C(=O)NC(C)(C)C2=O)C1=O | -1 | -6 | 9 | 11 | 4 | 0.0 | 9 | -12 | -3
COc1ccccc1N1CCN(C(=O)c2oc3cc(C)cc(C)c3c2C)CC1 | -1 | -2 | 7 | 1 | 4 | 0.1 | 17 | -13 | -7
CCCCCCOc1ccc(OC(=O)c2cccnc2)cc1 | -3 | 0 | -5 | -22 | 6 | 0.4 | -3 | -13 | -7
COc1ccc(CCN2C(=O)CC(NNc3ccc([N+](=O)[O-])cc3)C2=O)cc1OC (stereo unspecified) | -6 | 12 | -3 | 12 | 6 | 4.8 | -6 | -9 | 10
COc1ccc(C2/C(=C(/O)c3ccc(C)cc3)C(=O)C(=O)N2C)cc1 (stereo unspecified) | 1 | -12 | 15 | 1 | 16 | -0.6 | 9 | 7 | -7
COC(=O)COc1ccc(S(=O)(=O)N2CCN(c3ccc(F)cc3)CC2)cc1 | -4 | 2 | -1 | 11 | 4 | 2.4 | 10 | -6 | 8
COc1ccc(C(CNC(=O)c2ccccc2SC)N(C)C)cc1 (stereo unspecified) | -8 | 4 | -3 | -25 | 1 | 1.2 | 16 | -17 | -13
Cc1ccc2nc(-c3ccc(Br)o3)oc(=O)c2c1 | -1 | 12 | -10 | -8 | 11 | -0.2 | 6 | -29 | -9
CCN(C[C@H]1N[C@@](CC)(C(=O)OC)[C@H]2C(=O)N(C)C(=O)[C@@H]12)C(=O)C1CCCCC1 | -3 | -16 | 7 | 2 | 5 | 0.0 | 8 | -20 | -2
Cc1ccc(S(=O)(=O)NC(=O)c2cc(C)n(CCCn3ccnc3)c2C)cc1 | -4 | -9 | 5 | -6 | 7 | -0.1 | 8 | -3 | -7
Cc1ccc(C2=[N+]([O-])C(C)N(O)C2(C)C)o1 (stereo unspecified) | 2 | -38 | 0 | 1 | 7 | 0.4 | 7 | -11 | -5
CSc1cccc(NC(=O)CC(C)n2ccnc2)c1 (stereo unspecified) | -3 | -11 | 11 | -1 | 1 | 0.0 | 6 | -10 | 1
O=S(=O)(c1ccccc1)c1cnn(-c2ccccc2)c1-c1ccc(F)cc1 | -6 | 11 | -5 | 19 | -1 | 0.3 | 1 | 1 | 3
O=C(NNS(=O)(=O)c1ccc(F)cc1)C1CCCCC1 | -9 | -27 | 20 | -21 | 1 | 1.0 | 17 | -16 | -14
COc1ccc(CN(C)C[C@H]2OCCCC[C@@H](C)Oc3ccc(NC(=O)c4ccccc4)cc3C(=O)N([C@H](C)CO)C[C@@H]2C)cc1 | -3 | -16 | 7 | 7 | -1 | 0.4 | 15 | -9 | .
CN(Cc1ccccc1)C(=O)c1csc(COCCO)n1 | -2 | 3 | 0 | -3 | 1 | 0.4 | -8 | 3 | .
O=C(O)CN1C(=O)SC(Nc2ccccc2C(=O)O)C1=O (stereo unspecified) | -2 | -7 | 11 | 1 | 9 | -0.1 | 26 | -9 | 2
CCN(C(=O)COC(=O)c1c(C)nsc1NC)c1ccccc1 | -2 | -9 | 7 | -12 | 4 | 3.5 | 3 | -14 | -16
O=C(CCN1C(=O)S/C(=C\c2cccs2)C1=O)NC1=NCCS1 | -4 | -8 | 0 | 7 | 7 | 5.5 | 16 | -2 | -29
Cc1ccc(C(=O)CSc2nc3ccccc3o2)cc1 | -6 | -11 | -1 | -18 | 26 | -0.5 | -1 | 2 | -23
CC(C)CCOC(=O)C[N+](C)(C)CCOC1CC2CCC1(C)C2(C)C (stereo unspecified) | -7 | 24 | -10 | -5 | -1 | 0.4 | 17 | -12 | -13
CC(C)(C)OC(=O)N1CC(O)CC1C(=O)OCC(=O)c1ccc(-c2ccccc2)cc1 (stereo unspecified) | -3 | -6 | 6 | -3 | 2 | 3.2 | 20 | -19 | -20
O=C(CC[C@H]1O[C@@H](n2ccc(=O)[nH]c2=O)[C@H](O)[C@@H]1O)N[C@@H](Cc1ccccc1)C(=O)NCc1ccccc1 | -5 | 10 | -2 | -18 | 26 | 0.1 | -1 | 11 | .

Some of these compounds in order of length of the SMILES, high to low:
molecule | M1 ag | M1 antag | CHRM1 PAM | TAAR1 antag | TAAR1 agonist | CHO-K1 Ca ag | M1 PAM parental | CHO-K1 Ca antag | CHO parental Ca
COc1ccc(/C=N/n2cnc3c([nH]c4ccc(F)cc43)c2=O)cc1CSc1ccccn1 | -3 | -9 | 6 | -18 | 0 | 0.5 | 23 | -23 | 6
O=S(=O)(c1ccccc1)c1cnn(-c2ccccc2)c1-c1ccc(F)cc1 | -6 | 11 | -5 | 19 | -1 | 0.3 | 1 | 1 | 3
CCC(C)C(=O)Nc1nc(-c2ccc3c(c2)NC(=O)CO3)cs1 (stereo unspecified) | 1 | 20 | -8 | 43 | 24 | 3.5 | 4 | 15 | -19

Continued.
molecule | M1 ag | M1 antag | CHRM1 PAM | TAAR1 antag | TAAR1 agonist | CHO-K1 Ca ag | M1 PAM parental | CHO-K1 Ca antag | CHO parental Ca
COc1ccc(OC)c(C(=O)NC2CC(C)(C)Cc3c2cnn3-c2ccccc2)c1 (stereo unspecified) | -3 | -16 | 5 | -17 | -2 | 0.0 | -24 | 8 | -23
Cc1ccc2cc(C(c3nnnn3C3CCCC3)N3CCN(c4ccccc4)CC3)c(=O)[nH]c2c1 (stereo unspecified) | -1 | 5 | 2 | -6 | 13 | 0.7 | 11 | 0 | -25
Cc1ccc(CN2CC(C(=O)Nc3cc(C)ccn3)CC2=O)cc1 (stereo unspecified) | -2 | -7 | 10 | -10 | 0 | 1.2 | 7 | 0 | -11
CC(C)(C)OC(=O)C[C@@H]1C/C=C\C[C@@H](CC(=O)N(CCO)Cc2ccccc2)C(=O)N2CCC[C@@H]2COC1=O | -3 | -25 | 20 | 2 | 4 | -0.1 | 12 | -3 | -23
CCN1CCN(CC(=O)Nc2ccc(N(C)C)cc2)CC1 | -5 | -12 | 5 | -9 | 1 | 0.5 | 5 | 1 | -4
CCCCn1c(-c2ccc(Cl)c(Cl)c2)nc2cc3[nH]c(=O)c(C(C)C)nc3cc21 | -4 | 1 | 3 | 9 | 8 | -0.3 | 3 | -12 | -26
COc1ccc(-c2nnc(N(C)C(=O)c3ccno3)s2)cc1 | -3 | -12 | 8 | 7 | 3 | 0.4 | 18 | -9 | -18
Cc1ccc(SCC(=O)Nc2nnc(-c3ccco3)o2)cc1 | -3 | -7 | 5 | -18 | 2 | -0.1 | 6 | -1 | 3
CC(=O)c1c(C)[nH]c(C(=O)N2CCN(c3ncccn3)CC2)c1C | 2 | -6 | 5 | -9 | 8 | 2.4 | 13 | -7 | 10
COC(=O)c1ccc2nc(NC(=O)C(C)C)sc2c1 | -6 | 2 | -2 | 1 | 3 | -0.2 | -2 | -1 | -16
CC(C)Oc1ccc(S(=O)(=O)N2CCCCC2)cc1NC(=O)C1CCC1 | -4 | -11 | 7 | -20 | 1 | -0.6 | 6 | -12 | -19
O=C(Nc1ccon1)c1ccc(Cl)s1 | 1 | -10 | 6 | -1 | 4 | 1.4 | 22 | -10 | -11
Cc1[nH]n(-c2ccccc2)c(=O)c1N=Nc1cccc(Cl)c1 | -2 | -10 | 4 | -6 | 1 | 0.4 | 5 | 2 | -11
Cc1ccc2nc(N(CCN(C)C)C(=O)/C=C/c3cccs3)sc2c1 | -1 | -3 | 12 | 0 | 15 | 2.1 | 12 | 1 | -8
COCCCN1C(=O)C(CC(=O)NCCCN(C)C)CC(C(=O)N2CCCCCC2)=C1C (stereo unspecified) | . | . | . | -5 | 1 | 0.5 | -16 | 0 | .
Cc1cc(Oc2ccc([N+](=O)[O-])cc2)nc(N2CCOCC2)n1 | -2 | -12 | 9 | -47 | 1 | 2.1 | 3 | 4 | -3
CCOc1cc(C=O)ccc1OCC(=O)NC(C)(C)C | -7 | -10 | 11 | -8 | 7 | 1.7 | 16 | -1 | 7
Cc1cc(NC(=O)Cc2ccccc2)no1 | -5 | 1 | -3 | -4 | 5 | -0.6 | 7 | -10 | -2
COc1ccc(NS(=O)(=O)c2ccc(Br)s2)cc1OC | -1 | 20 | -14 | -5 | 9 | 9.4 | 13 | -11 | 0
CC(C)C1=C2OC(N)=C(C#N)C(C#N)=C2C(C)CC1 (stereo unspecified) | -1 | 0 | 1 | 9 | 15 | 1.6 | 6 | -24 | -10
CCOC(=O)CNC(=O)CSc1nnc(-c2ccco2)n1Cc1ccco1 | -4 | -12 | 2 | 14 | 9 | 0.0 | 9 | -6 | -4
Nc1nnc(SCC(=O)c2ccco2)s1 | -3 | 1 | 3 | 3 | 0 | 0.1 | -7 | 14 | -4
COCCn1c(-c2ccccc2)csc1=Nc1cccnc1 | -11 | 11 | -13 | 17 | 9 | 1.9 | -6 | -3 | -19
O=C(NCC(c1ccco1)N1CCCC1)c1cccc(NS(=O)(=O)c2ccccc2)c1 (stereo unspecified) | -8 | 90* | -27 | -27 | 3 | 2.9 | 9 | -2 | -3
CC1=C(C(=O)N(C(C)C)C(C)C)CC(CC(=O)NCCCCc2ccccc2)C(=O)N1Cc1ccc(F)cc1 (stereo unspecified) | 0 | -15 | -5 | 11 | 3 | 1.9 | 7 | -5 | .
Cc1cc2[nH]ncc2cc1NC(N)=S | -4 | -14 | 6 | -9 | 5 | 1.2 | 29 | -25 | -1
Cn1c(OCc2cccnc2)nc2c1c(=O)n(Cc1ccc(F)cc1)c(=O)n2C | -1 | 11 | -7 | 26 | 17 | 7.8 | 6 | -2 | -8
